DAX1 inh = DAX1 (NR0B1) inhibitors, primary screen, cell-based, HEK293, Gal4-DAX1, luciferase luminescence; Nuclear receptor subfamily 0 group B member 1 (Homo sapiens), P51843; HEK293 Gal4-DAX1 luciferase reporter; inhibition, % at 6.75 µM; actives 0.99% (n = 340,000);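 active = inhibition above the mean over all tested compounds plus 3 SD, cut at about 4.2% in these data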;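 also: 0% = DAX1-transfected cells with DMSO and 100% = empty-vector control cells with DMSO; inhibition shows as a rise in luminescence from relieved DAX1 repression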
Target sequence (P51843 207-470 limits assumed): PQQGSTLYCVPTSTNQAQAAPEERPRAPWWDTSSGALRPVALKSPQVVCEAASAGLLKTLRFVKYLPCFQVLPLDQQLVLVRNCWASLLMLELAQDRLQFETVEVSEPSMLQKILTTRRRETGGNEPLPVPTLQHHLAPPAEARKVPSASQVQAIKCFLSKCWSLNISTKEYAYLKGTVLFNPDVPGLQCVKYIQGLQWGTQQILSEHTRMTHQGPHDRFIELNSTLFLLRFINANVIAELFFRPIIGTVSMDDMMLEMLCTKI
* hit, by the source's call.

DAX1 inh	structure
-1.9	CCOC(=O)C1=C(C)NC(C)=C(C(=O)OCCNC(=O)c2cccnc2)C1c1cccc([N+](=O)[O-])c1 (stereo not drawn)
0.9	CCn1c(N2CCN(C(=O)C34CC5CC(CC(C5)C3)C4)CC2)nc2ccccc21
3.3	COC(=O)C1=C(C)N(CC2CC2)C(=NCc2cccc(C(F)(F)F)c2)N[C@H]1c1ccccc1
0.0	O=C(/C=C(\c1ccc(Cl)cc1)n1cncn1)c1ccc(Cl)cc1
-0.7	CCCCCCN(C(=O)CCCN1C(=O)NC(c2ccc([N+](=O)[O-])cc2)C(C(=O)OCc2ccccc2)=C1C)C(C)C(=O)NCCCC (stereo not drawn)
1.0	C[C@H]1COC2=C1C(=O)C(=O)c1c2ccc2c1CCCC2(C)C
0.0	CCOC(=O)[C@@H]1[C@H]2COc3cc(OC)ccc3[C@H]2N2C(=O)N(c3cccc(Cl)c3)C(=O)[C@]12C
-2.2	COc1ccccc1-c1nc(C(=O)NCC2CCCO2)cc2c1[nH]c1ccccc12 (stereo not drawn)
-2.0	CC(C)=CCC/C(C)=C/CNC(=O)C[C@H]1C[C@H](C(=O)N2CCCCC2)[C@@]2(C)c3[nH]c4cc(CCC(=O)N(C)C)ccc4c3CCN2C1=O
0.2	Cc1ccc2nc(N(CCN(C)C)C(=O)c3ccc4ccccc4c3)sc2c1
0.5	Cc1ccc(C(=O)N/C(=C\c2ccc(F)cc2)C(=O)NCc2ccncc2)cc1
-0.5	Oc1ccc(CN2CCN(c3ccccc3)CC2)c2cccnc12
0.2	C[C@@H]1CN([C@H](C)CO)C(=O)c2cccc(NC(=O)NC3CCCCC3)c2O[C@@H]1CN(C)C(=O)Nc1ccc(C(F)(F)F)cc1
-0.6	O=c1c2ccccc2nc2n1CC/C2=C/N1CCN(c2cccc(C(F)(F)F)c2)CC1
-0.6	Cc1cc2oc(=O)cc(Cn3ncc(Cl)c(Cl)c3=O)c2cc1Cl

Brought forward from above: 2 entries, followed by the next part.
DAX1 inh	structure
-0.6	O=c1c2ccccc2nc2n1CC/C2=C/N1CCN(c2cccc(C(F)(F)F)c2)CC1
-0.6	Cc1cc2oc(=O)cc(Cn3ncc(Cl)c(Cl)c3=O)c2cc1Cl
0.0	COc1ccc(NC(=O)CCn2cc(C)c3ccccc32)cc1
-0.1	O=c1c2cc(Br)ccc2nc2n1CCCCC2
-6.5	CC[n+]1c(/C=C/N(C)c2ccccc2)n(-c2ccccc2)c2ccc(-c3nc4ccccc4s3)cc21
1.4	COc1ccc(C2C(C(=O)c3cccs3)=C(O)C(=O)N2c2nnc(C)s2)cc1OC (stereo not drawn)
3.8	Nc1nc(N2CCN(C(=O)c3ccco3)CC2)nc2ccc(Br)cc12
-1.5	CCOCCCNC(=S)NCCNc1nc2c(C)cccc2cc1C#N
1.2	O=C(NCc1ccccc1Br)c1cccc2c1C(=O)c1ccc(N3CCC(Cc4ccccc4)CC3)cc1S2(=O)=O
0.4	Cc1ccc(C(=O)C2=C(O)C(=O)N(Cc3cccnc3)C2c2ccc(Cl)c(Cl)c2)o1 (stereo not drawn)
-1.2	CCOC(=O)N1CCN(C(=O)CSCC(=O)Nc2nc(-c3ccc4c(c3)OCO4)cs2)CC1
-0.1	CCc1ccc(NC(=O)CN(C)S(=O)(=O)c2ccc3[nH]c(=O)oc3c2)cc1
0.3	COc1ccnc(-n2cccc2C=O)c1C#N
0.6	CCOc1ccccc1/C=N/Nc1nc(C)cc(=O)[nH]1
0.0	CCc1cc(=O)[nH]c(SCCc2ccccc2)n1
-0.3	O=Cc1ccc(Sc2nnc(-c3ccccc3)o2)c([N+](=O)[O-])c1
2.4	CC1CCCN(S(=O)(=O)c2ccc3c(c2)C(C)(C)C(=O)N3C)C1 (stereo not drawn)

An excerpt from the list above, for reference:
DAX1 inh	structure
0.2	Cc1ccc2nc(N(CCN(C)C)C(=O)c3ccc4ccccc4c3)sc2c1
0.5	Cc1ccc(C(=O)N/C(=C\c2ccc(F)cc2)C(=O)NCc2ccncc2)cc1
-0.5	Oc1ccc(CN2CCN(c3ccccc3)CC2)c2cccnc12
0.2	C[C@@H]1CN([C@H](C)CO)C(=O)c2cccc(NC(=O)NC3CCCCC3)c2O[C@@H]1CN(C)C(=O)Nc1ccc(C(F)(F)F)cc1
-0.6	O=c1c2ccccc2nc2n1CC/C2=C/N1CCN(c2cccc(C(F)(F)F)c2)CC1
-0.6	Cc1cc2oc(=O)cc(Cn3ncc(Cl)c(Cl)c3=O)c2cc1Cl
0.0	COc1ccc(NC(=O)CCn2cc(C)c3ccccc32)cc1
-0.1	O=c1c2cc(Br)ccc2nc2n1CCCCC2
-6.5	CC[n+]1c(/C=C/N(C)c2ccccc2)n(-c2ccccc2)c2ccc(-c3nc4ccccc4s3)cc21
1.4	COc1ccc(C2C(C(=O)c3cccs3)=C(O)C(=O)N2c2nnc(C)s2)cc1OC (stereo not drawn)
3.8	Nc1nc(N2CCN(C(=O)c3ccco3)CC2)nc2ccc(Br)cc12
-1.5	CCOCCCNC(=S)NCCNc1nc2c(C)cccc2cc1C#N
1.2	O=C(NCc1ccccc1Br)c1cccc2c1C(=O)c1ccc(N3CCC(Cc4ccccc4)CC3)cc1S2(=O)=O
0.4	Cc1ccc(C(=O)C2=C(O)C(=O)N(Cc3cccnc3)C2c2ccc(Cl)c(Cl)c2)o1 (stereo not drawn)
-1.2	CCOC(=O)N1CCN(C(=O)CSCC(=O)Nc2nc(-c3ccc4c(c3)OCO4)cs2)CC1
-0.1	CCc1ccc(NC(=O)CN(C)S(=O)(=O)c2ccc3[nH]c(=O)oc3c2)cc1
0.3	COc1ccnc(-n2cccc2C=O)c1C#N
0.6	CCOc1ccccc1/C=N/Nc1nc(C)cc(=O)[nH]1

Next results
DAX1 inh	structure
0.0	COC(=O)c1sccc1NC(=O)c1ccc(C#N)cc1
2.7	O=C(CC1SC(=Nc2ccc(O)cc2)NC1=O)Nc1ccccc1 (stereo not drawn)
2.3	O=C(NCC(=O)N(CCc1ccccc1)C(C(=O)NC1CCCC1)c1cccnc1)c1ccco1 (stereo not drawn)
1.3	O=C1c2ccccc2C(=O)N1CC1c2ccccc2CCN1C(=O)N1CCOCC1 (stereo not drawn)
0.6	CC[C@@H](C)[C@@H]1CN([C@@H](CN2CCC[C@H]2CN2C(N)=NC[C@@H]2Cc2ccccc2)C(C)C)C(=N)N1CCCC1CCCC1
1.5	C=CCN1C=C2C(=O)C(C)(OC(=O)CCC(=O)OC)C(=O)C(Br)=C2C=C1c1ccc(OC)cc1 (stereo not drawn)
0.0	CN(C)C/C=C/C(=O)Nc1cccc(-c2c[nH]c3ncnc(Oc4ccc(NC(=O)CC(=O)Nc5ccc(F)cc5)cc4F)c23)c1
-0.8	OC(CN1CCN(c2ccc(C(F)(F)F)cn2)CC1)c1ccccc1 (stereo not drawn)
-2.9	CC1(c2ccc3ccccc3c2)NC(=O)N(CC(=O)N2CCN(Cc3ccccc3)CC2)C1=O (stereo not drawn)
-1.0	COc1ccc(C)cc1NC(=O)C1CCCN(S(=O)(=O)c2cccc3cccnc23)C1 (stereo not drawn)
0.4	CC(=O)Nc1ccc(S(=O)(=O)Nc2cc(C)ccn2)cc1
-5.6	O=C(NCC1CCCO1)c1cc2c([nH]c3ccccc32)c(-c2cccc(Cl)c2)n1 (stereo not drawn)
-1.5	Oc1ccc(Nc2nc(-c3ccccc3)nc3ccccc23)cc1
1.0	Cc1ccc(NC(=O)Cn2c(O)c(N=NC(=O)c3ccncc3)c3ccccc32)cc1
0.2	O=C(/C=C/c1ccc(Br)o1)OCc1nc2ccsc2c(=O)[nH]1

Next part.
DAX1 inh	structure
0.3	Cc1cc(SCc2cccc(C(F)(F)F)c2)nc(=O)[nH]1
1.3	COc1ccccc1N1CCN(C(c2ccccc2Cl)c2nnnn2C(C)(C)C)CC1 (stereo not drawn)
1.5	COc1ccc2[nH]c(=O)c(CN(CCN(C)C)C(=O)NCc3ccccc3)cc2c1
0.2	CCOc1ccc(S(=O)(=O)N2CCCCC2)cc1NC(=O)CN1C(=O)NC(C)(c2ccc(C)cc2)C1=O (stereo not drawn)
0.3	CNC(=O)c1c(NC(=O)c2nc3ccccc3s2)sc2c1CCC2
-0.4	C[C@@H]1NC(=O)c2cc([N+](=O)[O-])cc(I)c2NCCCC[C@@H](C(N)=O)NC(=O)[C@H](CCC(=O)O)NC1=O
-1.8	COc1ccccc1CNC(=O)c1oc2ccc(S(=O)(=O)N3CCCC3)cc2c1C
-2.6	CC1CC(=O)c2c(cc3c(-c4c(O)cc(O)c5c(O)c6c(cc45)OC(C)CC6=O)c(O)cc(O)c3c2O)O1 (stereo not drawn)
-0.2	COc1ccc(N2CCN(CCNC(=O)CCC(=O)NNc3nc4ccccc4c4nc(C)nn34)CC2)cc1
0.0	CSc1ccc(CCNC(=O)c2cccc3c2C(=O)N(C2CCCCC2)C3)cc1
-0.7	Cc1onc(-c2ccccc2Cl)c1C(=O)Nc1cccc(-c2cn3cccnc3n2)c1
-0.6	CCOC(=O)c1c(NC(=O)C(C)OC(=O)C2=COCCO2)sc2c1CCCC2 (stereo not drawn)
-0.1	COc1ccc(-c2csc3ncnc(N4CCN(c5ccccc5O)CC4)c23)cc1
1.3	CCn1c(=O)c2sccc2n(Cc2ccccc2)c1=O
0.5	C[N+](C)(CCCCCC[N+](C)(C)CCCN1C(=O)c2cccc3cccc(c23)C1=O)CCCN1C(=O)c2cccc3cccc(c23)C1=O

(further entries)
DAX1 inh	structure
0.5	COCCN1C(=O)C(=O)/C(=C(/O)c2ccc(S(=O)(=O)N3CCOCC3)cc2)C1c1ccc(O)c(OC)c1 (stereo not drawn)
0.1	O=C(N/N=C/c1cn(-c2ccccc2)nc1-c1cccs1)c1ccccc1F
-0.3	CC(C)C[C@@H](CN)NC(=O)c1nc[nH]c1C(=O)N[C@@H](CC(C)C)C(=O)CNC[C@H](C)NC(=O)c1nc[nH]c1C(=O)N[C@@H](CC(C)C)C(=O)O
0.1	CC(=O)C1C(c2cn(-c3ccccc3)nc2-c2cccs2)NC(=O)NC1(O)C(F)(F)F (stereo not drawn)
1.6	CN(C)S(=O)(=O)c1ccc(NC(=O)c2ccc(Br)o2)cc1
-5.1	CS(=O)(=O)c1ccc(Sc2nc3ccccc3s2)c([N+](=O)[O-])c1
0.8	Cc1ccc(-c2noc(CCC(=O)NCCc3ccccc3Cl)n2)cc1
-1.2	Cc1c(NC(=O)CN2C(=O)NC(C)(c3ccccc3Cl)C2=O)c(=O)n(-c2ccccc2)n1C (stereo not drawn)
1.5	CCOc1ccc(-c2cccc(NC(=O)COc3ccccc3)c2)nn1
0.6	CC1=NN(c2nc(-c3ccc(F)cc3)cs2)C(=O)C1
0.7	CCC(C)Sc1cccc(-c2nc3ccc(Cl)cn3c2NCc2ccccc2)c1 (stereo not drawn)
-1.2	O=C(Nc1cccc(C(F)(F)F)c1)c1c(O)c2ccccc2[nH]c1=O
1.1	S=C(NCCc1cccc(Cl)c1)NCc1ccccc1
0.2	CCc1ccc2nc(N3C(=O)C(O)=C(C(=O)c4ccco4)C3c3cccs3)sc2c1 (stereo not drawn)
-1.2	Clc1ccc(-c2nc3cnccn3c2NC2CCCC2)cc1

(cont.)
DAX1 inh	structure
-1.0	COc1ccc(NC(=O)COC(=O)c2cc3c(s2)CCC3)cc1
-0.4	COC(=O)Cn1cnc2c(cnn2-c2ccc(C)cc2)c1=O
1.0	CCc1cc(-c2n[nH]c(=S)n2-c2ccccc2C)cs1
0.1	O=C1C(=O)N(c2ccccn2)C(c2cccc(F)c2)/C1=C(/O)c1ccccc1 (stereo not drawn)
0.5	CCCn1c(C(C)Nc2nc(-c3ccc(Cl)c([N+](=O)[O-])c3)cs2)nc2cc(Cl)c(N3CCCCC3)cc21 (stereo not drawn)
1.6	N#C/C(=C(/O)COc1cccc2ccccc12)c1nc2ccccc2[nH]1
0.4	COc1cc(NC(=O)COC(=O)c2ccc(S(=O)(=O)N3CC(C)CC(C)C3)cc2)c(C)cc1[N+](=O)[O-] (stereo not drawn)
0.1	CC1CCN(C(=O)CN2C(=O)C(=O)c3ccccc32)CC1
-1.9	Cc1[nH]c2ccc(C(=O)OC(C)C(=O)N(C)c3ccccc3)cc2c1C (stereo not drawn)
1.3	CCCNC(=O)c1ccc2c(=O)c(O)c(-c3ccsc3)[nH]c2c1
0.7	COc1cccc(-c2sc3cc(OC)c(OC)cc3c2-c2ccc(OCCN3CCCCC3)cc2)c1
-1.0	CC(=O)N1c2ccccc2C2(O)N=C(C)SC12 (stereo not drawn)
-0.3	Oc1cccc2cc3cccc(O)c3c(O)c12
-1.9	COc1ccc(-c2ccc(S(=O)(=O)NCC3CCCO3)cc2)cc1 (stereo not drawn)
2.0	COc1cccc(C2C=C(c3cccs3)Nc3ncnn32)c1OC (stereo not drawn)

Next structures follow:
DAX1 inh	structure
0.6	COc1ccc(NC(=O)CSc2nc3c(sc4ccccc43)c(=O)n2CCCN2CCCC2)cc1
0.3	CCCCC(=O)Nc1sc2c(c1C(=O)OCC)CCC(C=O)=C2Cl
0.7	Cc1noc(/C=C/c2ccc(-c3ccccc3Cl)o2)c1[N+](=O)[O-]
2.5	CCCCCCn1cc(C(=O)O)c(=O)c2cc(F)c(N3CCN(C)CC3)cc21
-1.4	CCOC(=O)/C=C/C(=O)Nc1cccc([N+](=O)[O-])c1
-3.4	COc1cccc(C(=O)Nc2ccc3c(cc2=O)[C@@H](NC(C)=O)CCc2cc(OC)c(OC)c(OC)c2-3)c1
-1.8	CCc1cccc2sc(N3CCN(C(=O)c4ccc([N+](=O)[O-])o4)CC3)nc12
0.2	O=C(Nc1ccccn1)c1ccc(C(=O)Nc2ccccn2)cc1
3.0	Nc1nn2c(C(F)(F)F)cc(=O)[nH]c2c1N=Nc1cccc(F)c1
0.3	O=C1C(=O)N(c2nccs2)C(c2ccccc2)/C1=C(\O)c1ccc2c(c1)OCCO2 (stereo not drawn)
0.3	Cc1nnc(N2CCC(C(=O)NC3CCC(C)CC3)CC2)c2nn(-c3ccc(Cl)cc3)c(C)c12 (stereo not drawn)
-0.3	O=C(CCCc1ccccc1)NCc1ccccn1
0.1	O=C(NCc1ccccc1)C(=O)NCC(c1ccco1)N1CCOCC1 (stereo not drawn)
0.4	C#CCOCCOCCOCCNc1nc(N2CCN(C(=O)[C@H](CCC(=O)O)n3cc(C(N)CO)nn3)CC2)nc(N2CCN(C(=O)[C@H](Cc3cc4ccccc4[nH]3)n3cc(C(N)[C@H](C)CC)nn3)CC2)n1 (stereo partly drawn)

The list is partial. The share of hits here may be higher or lower than overall.
